Screening results as filed in PubChem.
M. tuberculosis = growth inhibition of non-replicating M. tuberculosis (AID 488890). Mycobacterium tuberculosis non-replicating, growth inhibition; higher % means a stronger effect. one-dose inhibition, % at 25 µM; IC50 in µM for titrated hits. actives 0.39% (n = 320,000); in the data active means a potency from the dose series; inconclusive means inhibition mostly from about 82% at the one dose, without a potency; inactive means the rest, 99 in 100 with inhibition below about 76%;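 further: plate controls were DMSO cells for no effect and high antibiotic wells for full effect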
Salmonella PhoP GFP = Inhibition of PhoP regulon, Salmonella typhi GFP reporter cells, confirmation, 4 h (AID 1850). Salmonella Typhi PhoP-promoter GFP reporter, fluorescence, 4 h; higher % means a stronger effect. actives 0.33% (n = 310,000). inhibition, % at 50 µM, or IC50 in µM where a hit was titrated; in the data active means a potency from the dose series; inconclusive means inhibition mostly from about 25% at the one dose, without a potency; inactive means the rest, 99 in 100 with inhibition below about 19%;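 further: 0% = induced wells with vehicle and 100% = uninduced wells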
M. tuberculosis HTS = M. tuberculosis growth inhibition, HTS (AID 449762) | M. tuberculosis H37Rv growth inhibition, 7H9 media; higher % means a stronger effect | inhibition, % at 25 µM, or IC50 in µM where a hit was titrated | actives 0.59% (n = 330,000); in the data active means a potency from the dose series; inconclusive means inhibition above about 70% without an active follow-up result;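 further: bacterial growth assessed after seven days of incubation; strong numbers were not always called active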
inhibitors of VEEV = inhibitors of VEEV TC-83 cytopathic effect, confirmation, Vero cells (AID 588727) | Vero cells, VEEV TC-83 cytopathic effect inhibition; higher % means a stronger effect | one-dose inhibition, % at 20 µM; IC50 in µM for titrated hits | actives 0.13% (n = 350,000); in the data active means a potency from the dose series; inconclusive means inhibition mostly from about 14% at the one dose, without a potency; inactive means the rest, 99 in 100 with inhibition below about 12%; further: strong numbers were not always called active
H1N1 NS1A inhibition = H1N1 influenza NS1A inhibitors, functional cell based assay (AID 504329); inhibition, % at 12.5 µM; hits with a dose series show IC50 in µM; NS1A functional cell-based assay, percent inhibition; higher % means a stronger effect; actives 0.3% (n = 340,000); in the data active means a potency from the dose series; inconclusive means inhibition above about 27% without an active follow-up result; further: strong numbers were not always called active
inhibitors of VEEV 10K pilot screen = second read-out of inhibitors of VEEV, no call of its own (marks repeat the call); inhibition, %; measured here: 10K pilot screen inhibition
Starred values were filed as active, the others as inactive; i = inactive; ? = inconclusive; . = not tested or not shown.

SMILES	M. tuberculosis	Salmonella PhoP GFP	M. tuberculosis HTS	inhibitors of VEEV	H1N1 NS1A inhibition	others
O=C(Cc1ccc(Cl)cc1)NNC(=O)C1CC=CCC1C(=O)O (stereo not drawn)	-14%	2%	1%	1.2%	2%
C/C(CC(=O)Nc1ccc(C)c(Cl)c1)=N\NC(=O)Cc1cnc(N)s1	50%	0%	>100µM*	2.8%	1%
Cc1cc(S(=O)(=O)N2CCN=C2c2ccccc2)ccc1F	15%	-2%	-10%	1.7%	21%	inhibitors of VEEV 10K pilot screen=0.9
CCOC(=O)N1CCN(C(=O)c2ccc3nc(-c4ccccc4)c(-c4ccccc4)nc3c2)CC1	28%	5%	36%	8.1%	2%
O=C(CC(=O)N/N=C/c1c(F)cccc1Cl)NCCc1ccccc1	2%	5%	-1%	0.7%	-1%
Cc1ccc(NC(=O)COC(=O)CN2C(=O)C3CCCCC3C2=O)cc1S(=O)(=O)N1CCOCC1 (stereo not drawn)	7%	-1%	6%	i	2%
C=CCn1c(SCC(=O)c2cccs2)nc2sc(C)cc2c1=O	7%	8%	0%	5.3%	-1%
Cc1nc2ccccc2nc1Nc1cccc(Cl)c1	14%	-6%	?	0.6%	-21%
CC(C)CCC(O)(CCC(C)C)C(=O)NNc1ccccc1	19%	-6%	70%	7.9%	-4%
O=C(Nc1ccc(S(=O)(=O)Nc2ncccn2)cc1)c1cccc(Br)c1	36%	-2%	-4%	1.8%	-10%
O=C(Cc1ccc(-c2ccccc2)cc1)NC(c1ccccc1)c1ccccc1	14%	-13%	-9%	1.9%	-3%
CC(=O)c1csc(COc2ccccc2)n1	.	-6%	2%	4.8%	-20%
CCCn1cnc2c(=O)oc3ccccc3c21	3%	-11%	-2%	1.8%	3%
S=C(NCc1ccccc1)NCc1ccc2c(c1)OCO2	?	-13%	13%	i	6%
Cc1c(N/C=C/C(=O)C(F)(F)F)c(=O)n(-c2ccccc2)n1C	-13%	4%	-1%	1.0%	-1%
COc1cc(CNc2ncn[nH]2)ccc1OCC(=O)NC(C)(C)C	-7%	-18%	1%	1.2%	-4%
C/C(=N\NC(N)=S)C1C2C3CC4C5CC(C42)C1C53 (stereo not drawn)	?	1%	28µM*	4.7%	-2%
Cc1c([N+](=O)[O-])cc(C(=O)Oc2ccc(Br)cc2C(=S)N2CCCCC2)cc1[N+](=O)[O-]	19%	-3%	-3%	7.2%	0%
CC(C)[C@H](NC(N)=O)C(=O)Nc1cccc(S(=O)(=O)N2CCOCC2)c1	14%	-5%	4%	2.0%	-5%
CC(C)c1ccc(S(=O)(=O)N(C)C2(C)CCS(=O)(=O)C2)cc1 (stereo not drawn)	-12%	-3%	0%	0.9%	-6%
Cc1ccc(S(=O)(=O)CCC(=O)Oc2ccc3c(C)cc(=O)oc3c2)cc1	.	0%	?	0.8%	4%
CCNC(=O)CC1C(=O)N(c2ccc(F)cc2)C(=O)N1CCc1ccc(OC)cc1 (stereo not drawn)	.	5%	.	2.9%	9%	inhibitors of VEEV 10K pilot screen=1.1
COc1ccccc1N1C(=O)Cc2ccccc2C1=O	3%	12%	-4%	0.1%	7%
Cc1cc(NC(=O)CCC(=O)N(CC(=O)NC2CCCC2)c2ccc3c(c2)OCCO3)no1	-11%	-3%	-7%	2.2%	5%
S=C(NCc1ccco1)NCC(c1ccco1)N1CCCCC1 (stereo not drawn)	-5%	-5%	-9%	i	-6%
COc1ccc(NC(=O)CCNS(=O)(=O)c2ccc(Cl)c([N+](=O)[O-])c2)cc1S(N)(=O)=O	-1%	12%	-2%	1.5%	0%
CCOC(=O)C1(CCOc2ccccc2)CCN(C(=O)c2ccc(-n3cccn3)cc2)CC1	14%	2%	?	0.8%	1%
COc1cc(/C=C/C(=O)OCC(=O)NCCCc2ccccc2)ccc1O	19%	.	7%	4.8%	-4%
CCOc1ccc(NC(=S)N2CCC(NC(=O)c3ccccc3)CC2)cc1	0%	-11%	0%	1.8%	3%
Cc1ccc(N2C(=O)/C(=C/c3ccco3)SC2=S)cc1	5%	-5%	11%	0.4%	-3%
CC(Sc1nc(C(F)(F)F)nc2ccccc12)C(=O)NC1CCCC1 (stereo not drawn)	.	.	.	4.9%	-2%
C(=C\c1ccccc1)/CN1CCN(Cc2ccc3c(c2)OCO3)CC1	21%	-4%	1%	0.3%	4%
O=C(Nc1cccc(-c2cn3cccnc3n2)c1)c1ccc(Br)o1	9%	-2%	3%	i	2%
COC(=O)C1=C(C(=O)OC)[C@@H]2N(C)c3ccccc3[C@@]23C[C@@H](CO)N=C3N1	-1%	12%	0%	.	.
O=C(Nc1ccc(Cl)cc1F)C1CC1c1ccccc1 (stereo not drawn)	67%	-4%	7%	1.1%	-3%
CCCn1c(C)cc(C(=O)CSc2nc3ccccc3c(=O)n2Cc2ccco2)c1C	-2%	-4%	-5%	9.0%	1%	inhibitors of VEEV 10K pilot screen=8.2
O=C(NCc1ccc2c(c1)OCO2)c1cccnc1Cl	1%	-7%	5%	i	-8%
COc1ccc(C)cc1NC(=O)CCN1CC(C)OC(C)C1 (stereo not drawn)	4%	-34%	0%	i	-2%
CN1CCN(Cc2cccc(Oc3ccccc3)c2)CC1	14%	4%	-3%	i	0%
NC(=O)C(c1ccc(Cl)cc1)c1ncc(C(F)(F)F)cc1Cl (stereo not drawn)	5%	-7%	3%	4.4%	2%
COc1ccc(NC(=O)C2CCN(c3nc(C)cc(C)n3)CC2)cc1	69%	-6%	2%	2.4%	8%
CCCCNC(=S)Nc1cc([N+](=O)[O-])ccc1C	?	-8%	2%	i	-5%
CC(C)(C)OC(=O)N[C@H](C(=O)OC(C)(C)C)c1ccc(C(F)(F)F)cc1	-9%	.	-1%	0.5%	8%
O=[N+]([O-])c1cc(C(F)(F)F)ccc1N/N=C/c1cc2ccccc2nc1Cl	-17%	1%	-1%	.	.
NS(=O)(=O)c1ccc(NC(=O)c2cccc(N3C(=O)c4ccccc4C3=O)c2)cc1	-8%	9%	-10%	0.7%	7%

Quoted at random: two compounds from above
SMILES	M. tuberculosis	Salmonella PhoP GFP	M. tuberculosis HTS	inhibitors of VEEV	H1N1 NS1A inhibition	others
C(=C\c1ccccc1)/CN1CCN(Cc2ccc3c(c2)OCO3)CC1	21%	-4%	1%	0.3%	4%
CN1CCN(Cc2cccc(Oc3ccccc3)c2)CC1	14%	4%	-3%	i	0%

Next section.
SMILES	M. tuberculosis	Salmonella PhoP GFP	M. tuberculosis HTS	inhibitors of VEEV	H1N1 NS1A inhibition	others
O=C(COC(=O)/C=C/c1cccc(F)c1)Nc1ccccc1-c1ccccc1	-9%	-10%	0%	0.7%	-4%
O=C(COC(=O)CSc1ccccc1)NNC(=O)c1ccc([N+](=O)[O-])cc1	-6%	-11%	-16%	i	0%
COc1cc(CN2CCN(CC#Cc3ccccc3)CC2CCO)cc(OC)c1 (stereo not drawn)	15%	0%	10%	i	3%
Cc1ccc(C(NC(=O)NCCCN2CCOCC2)=C(Cl)Cl)cc1F	50%	8%	-5%	0.1%	1%
CC(NS(=O)(=O)c1ccc(CCC(=O)NCC2CCCO2)cc1)c1ccccc1 (stereo not drawn)	2%	-9%	-8%	0.8%	-10%
O=C(NCCNC1CCC(c2ccccc2)CC1)c1ccc(F)cc1 (stereo not drawn)	57%	-1%	2%	i	-7%
Cc1ccccc1C(=O)Nc1ccccc1C(=O)NCC(C)C	28%	-6%	92%	1.6%	-2%
COc1ccccc1C(=O)Nc1ccnn1C1CCN(CCCC2CCCC2)CC1	23%	-3%	0%	i	-1%
COC(=O)CCCCC1SCC2NC(=O)NC21O (stereo not drawn)	0%	-3%	-2%	0.1%	?
CC(C)Nc1nc(Oc2ccc(Cl)cc2Cl)cc(C(F)(F)F)n1	1%	-1%	6%	i	4%
CCN(C(=O)c1cccs1)C1CCS(=O)(=O)C1 (stereo not drawn)	.	.	.	3.2%	-6%
Cc1onc(-c2c(F)cccc2Cl)c1C(=O)Nc1nnc(-c2ccccc2)s1	17%	2%	-11%	6.8%	11%
Cc1ccc(NC(=O)C2C3CCCC2C3c2ccccc2)cc1 (stereo not drawn)	-14%	5%	-2%	0.6%	4%
COc1ccc2nc3ccccc3nc2c1N	27%	-4%	4%	11%	32µM*
Cc1ccn(CC(=O)N2CCCC(N3CCN(c4ccc(F)cc4)CC3)C2)n1 (stereo not drawn)	.	.	.	i	-6%
CCOC(=O)N1CCN(C(=O)CN(C)S(=O)(=O)c2ccc(Cl)cc2)CC1	.	0%	-1%	1.2%	-8%
CCCn1c(=S)[nH]c2ccccc2c1=O	4%	4%	-5%	0.6%	-3%
O=C(c1cc(COc2ccccc2)on1)N1CCCC(CN2CCOCC2)C1 (stereo not drawn)	10%	4%	-1%	2.0%	-1%
O=C(Nc1c[nH]c(=O)[nH]c1=O)c1cc([N+](=O)[O-])cc([N+](=O)[O-])c1	3%	1%	12%	0.5%	0%
Cc1ccc[n+](CC(=O)c2ccc(Br)cc2)c1C	24%	7%	5%	0.4%	-17%
COC(=O)C(NC(=O)CCc1c(C)nc2ncnn2c1C)C(C)C (stereo not drawn)	1%	0%	4%	1.7%	5%
COc1ccc([C@H]2CC(=O)C=C(c3ccc(SC)cc3)C2)cc1	-11%	.	5%	1.6%	-1%
Cc1cn(C2OC(COC(=O)c3ccccc3)C(OC(=O)c3ccccc3)C2OC(=O)c2ccccc2)c(=O)[nH]c1=O (stereo not drawn)	-12%	3%	-2%	13%	2%
O=C(N/N=C/c1cc2ccccc2nc1Cl)c1ccncc1	50%	-3%	?	3.5%	-5%
O=C1Nc2ccccc2N(O)N1c1ccc(S(=O)(=O)N2CCCCCC2)cc1	-9%	2%	2%	i	-13%
CCOc1ccccc1C(=O)N1CCN(C(c2ccccc2)c2ccccc2)CC1	7%	-10%	1%	i	3%
O=C(N/N=C/c1ccco1)c1cc(-c2cccc3ccccc23)n[nH]1	19%	-2%	45%	8.2%	4%
CCOC(=O)C1C(=O)NC(N2CCOCC2)=NC1C(C)C (stereo not drawn)	-10%	6%	3%	5.0%	2%
Cc1ccc(NC(=O)c2c(Cl)nc3ccccn23)cc1	23%	-4%	5%	0.9%	-7%
COc1cc(-c2nnc(CSc3nnc(Nc4ccc(C(C)C)cc4)s3)o2)cc(OC)c1OC	-13%	-9%	6%	11%	-6%
CN1CCN(Cc2cn[nH]c2-c2ccc(F)cc2F)[C@@H](c2ccccc2)C1	14%	8%	2%	1.9%	7%

Structures shown so far that have fluorine:
SMILES	M. tuberculosis	Salmonella PhoP GFP	M. tuberculosis HTS	inhibitors of VEEV	H1N1 NS1A inhibition	others
Cc1cc(S(=O)(=O)N2CCN=C2c2ccccc2)ccc1F	15%	-2%	-10%	1.7%	21%	inhibitors of VEEV 10K pilot screen=0.9
O=C(CC(=O)N/N=C/c1c(F)cccc1Cl)NCCc1ccccc1	2%	5%	-1%	0.7%	-1%
Cc1c(N/C=C/C(=O)C(F)(F)F)c(=O)n(-c2ccccc2)n1C	-13%	4%	-1%	1.0%	-1%
CCNC(=O)CC1C(=O)N(c2ccc(F)cc2)C(=O)N1CCc1ccc(OC)cc1 (stereo not drawn)	.	5%	.	2.9%	9%	inhibitors of VEEV 10K pilot screen=1.1
CC(Sc1nc(C(F)(F)F)nc2ccccc12)C(=O)NC1CCCC1 (stereo not drawn)	.	.	.	4.9%	-2%
O=C(Nc1ccc(Cl)cc1F)C1CC1c1ccccc1 (stereo not drawn)	67%	-4%	7%	1.1%	-3%
NC(=O)C(c1ccc(Cl)cc1)c1ncc(C(F)(F)F)cc1Cl (stereo not drawn)	5%	-7%	3%	4.4%	2%
CC(C)(C)OC(=O)N[C@H](C(=O)OC(C)(C)C)c1ccc(C(F)(F)F)cc1	-9%	.	-1%	0.5%	8%
O=[N+]([O-])c1cc(C(F)(F)F)ccc1N/N=C/c1cc2ccccc2nc1Cl	-17%	1%	-1%	.	.
O=C(COC(=O)/C=C/c1cccc(F)c1)Nc1ccccc1-c1ccccc1	-9%	-10%	0%	0.7%	-4%
Cc1ccc(C(NC(=O)NCCCN2CCOCC2)=C(Cl)Cl)cc1F	50%	8%	-5%	0.1%	1%
O=C(NCCNC1CCC(c2ccccc2)CC1)c1ccc(F)cc1 (stereo not drawn)	57%	-1%	2%	i	-7%
CC(C)Nc1nc(Oc2ccc(Cl)cc2Cl)cc(C(F)(F)F)n1	1%	-1%	6%	i	4%
Cc1onc(-c2c(F)cccc2Cl)c1C(=O)Nc1nnc(-c2ccccc2)s1	17%	2%	-11%	6.8%	11%
Cc1ccn(CC(=O)N2CCCC(N3CCN(c4ccc(F)cc4)CC3)C2)n1 (stereo not drawn)	.	.	.	i	-6%
CN1CCN(Cc2cn[nH]c2-c2ccc(F)cc2F)[C@@H](c2ccccc2)C1	14%	8%	2%	1.9%	7%
